Bioassay records from PubChem.
Mcl-1 Bim block: human Bim-Mcl-1 interaction inhibition; Q07820; hit rate 0.1% among 190,000; inhibition, % at 10 µM; AID 1009; Bead-based flow cytometry, Bim peptide-Mcl-1 binding;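 further: 0% = no compound tracer wells and 100% = peptide blocker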
Mcl1-Noxa inh: disrupts binding of human Mcl-1 to Noxa peptide | TR-FRET Mcl-1/Noxa peptide binding, 2 h | inhibition, % at 21.7 µM | hit rate 1.5% among 220,000 | AID 1022;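 active means compounds that cut the protein-peptide binding signal by more than 50% relative to plate controls in a single-dose test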;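 further: His-tagged Mcl-1 with rhodamine Noxa BH3 peptide and terbium anti-His antibody; 0% = Mcl-1 plus Noxa peptide wells and 100% = peptide-only wells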
RGS7-Gao reg: human RGS7-Galphao interaction regulation; AID 1439; P09471; binding response (% of control), % at 10 µM; Multiplexed bead flow cytometry, RGS7-Galphao binding; actives lie on both sides; hit rate 0.35% among 220,000; in the data active means binding response below about 49% or above about 150%; inconclusive means no clear call, values can overlap the other calls; inactive means in between;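 further: fluorescent Galphao held in activated GDP-AlF4 state binding bead-coupled RGS7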
RGS8-Gao reg: human RGS8-Galphao interaction regulation; response (percent of control binding), % at 10 µM; multiplexed bead flow cytometry, RGS8-Galphao binding; actives lie on both sides; P09471; hit rate 0.34% among 220,000; in the data active means response below about 60% or above about 140%; inactive means in between;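 further: Galphao activated as the GDP aluminium fluoride complex binding bead-coupled RGS8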
Bim-Bcl-XL: human Bim-Bcl-XL interaction inhibition. Q07817. Bim peptide-Bcl-XL binding, bead flow cytometry, fluorescence. inhibition, % at 10 µM. hit rate 0.04% among 190,000. AID 1007
Target sequence (Q07817 whole entry, looked up): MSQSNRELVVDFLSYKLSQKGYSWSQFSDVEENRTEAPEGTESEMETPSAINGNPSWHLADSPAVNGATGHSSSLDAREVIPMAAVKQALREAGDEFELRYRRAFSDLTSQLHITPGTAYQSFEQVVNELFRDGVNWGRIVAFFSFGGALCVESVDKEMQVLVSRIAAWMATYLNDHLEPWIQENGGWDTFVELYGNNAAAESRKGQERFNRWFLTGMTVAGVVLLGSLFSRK
Mcl1 Bid PPI: Mcl-1/Bid interaction inhibition | Q07820 | TR-FRET Mcl-1/Bid-Dy647 peptide binding, 1536-well | inhibition, % at 21.7 µM | hit rate 0.97% among 220,000 | AID 1021;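 active means compounds that cut the binding signal by more than half at the single screening dose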;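 further: His-tagged Mcl-1 with europium anti-His antibody binding Bid BH3 peptide; 0% = Mcl-1 plus peptide wells and 100% = peptide-only wells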
Bim-Bcl-2: inhibitors of Bim-Bcl-2 interaction, human | AID 950 | P10415 | hit rate 0.06% among 190,000 | inhibition, % at 10 µM | Bead-based flow cytometry, Bim peptide-Bcl-2 binding; in the data active means inhibition above about 40%; inconclusive means no clear call, values can overlap the other calls;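 further: 0% = no compound wells with probe peptide and 100% = reference peptide inhibitor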
Target sequence (P10415 whole entry, looked up): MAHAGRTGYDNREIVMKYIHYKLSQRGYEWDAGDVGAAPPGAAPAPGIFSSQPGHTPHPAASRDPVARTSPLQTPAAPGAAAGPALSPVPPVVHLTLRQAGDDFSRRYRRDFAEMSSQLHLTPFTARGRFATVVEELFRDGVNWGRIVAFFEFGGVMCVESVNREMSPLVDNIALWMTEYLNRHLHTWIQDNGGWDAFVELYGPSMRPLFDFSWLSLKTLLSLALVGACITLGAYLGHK
Bim-Bfl-1: disrupts Bim binding to human Bfl-1. Q16548. Bead-based flow cytometry, Bim-Bfl-1 binding inhibition. inhibition, % at 10 µM. hit rate 0.12% among 190,000;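 further: 0% = wells without compound plus tracer and 100% = blocker peptide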
Bcl-B Bim block: disrupts Bim peptide binding to human Bcl-B. bead-based flow cytometry. Q9HD36. inhibition, % at 10 µM. hit rate 0.073% among 190,000;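 further: 0% = tracer peptide without compound and 100% = reference inhibitor peptide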
Target sequence (Q9HD36 whole entry, looked up): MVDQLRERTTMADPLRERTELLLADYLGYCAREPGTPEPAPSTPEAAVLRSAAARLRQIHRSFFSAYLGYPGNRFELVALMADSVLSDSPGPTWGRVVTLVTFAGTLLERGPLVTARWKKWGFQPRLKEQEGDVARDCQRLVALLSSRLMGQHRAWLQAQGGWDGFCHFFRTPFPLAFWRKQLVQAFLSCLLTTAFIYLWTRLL
RGS4-Gao reg: human RGS4-Galphao interaction regulation; Multiplexed bead flow cytometry, RGS4-Galphao binding; actives lie on both sides; hit rate 0.33% among 220,000; P09471; binding response (% of control), % at 10 µM; AID 1415; in the data active means binding response below about 49% or above about 150%; inactive means in between;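 further: fluorescent Galphao activated with aluminum fluoride binding bead-coupled RGS4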
Bcl-W Bim block: human Bim-Bcl-W interaction inhibition | Q92843 | bead-based flow cytometry, Bim peptide-Bcl-W binding | inhibition, % at 10 µM | hit rate 0.02% among 190,000 | AID 952;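 further: 0% = bound tracer without compound and 100% = peptide blocker; higher means less fluorescent Bim peptide bound to Bcl-W beads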
Target sequence (Q92843 whole entry, looked up): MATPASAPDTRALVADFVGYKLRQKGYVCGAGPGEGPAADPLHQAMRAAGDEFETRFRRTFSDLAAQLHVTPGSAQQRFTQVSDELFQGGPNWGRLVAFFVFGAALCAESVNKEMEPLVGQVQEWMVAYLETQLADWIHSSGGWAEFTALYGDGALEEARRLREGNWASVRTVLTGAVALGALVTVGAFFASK
Starred values were filed as active, the others as inactive; u = inconclusive; x = not tested or not shown. Unless noted, no stated cut-off is given here; in the data, active means inhibition above about 40%.

no.	Molecule	Mcl-1 Bim block	Mcl1-Noxa inh	RGS7-Gao reg	RGS8-Gao reg	Bim-Bcl-XL	Mcl1 Bid PPI	Bim-Bcl-2	Bim-Bfl-1	Bcl-B Bim block	RGS4-Gao reg	Bcl-W Bim block
1	O=C(Nc1cc(N2CCOCC2)ncn1)NC1(C(F)(F)F)Oc2ccccc2O1	-2	26	102	102	-6	-16	-1	-1	-2	103	-3
2	CCOC(=O)C1=C(C)NC(C)=C(C(=O)OCC)C1c1cccs1	-7	11	104	104	-5	-10	-2	5	-2	103	-5
3	c1ccc2c(CSc3ncnc4nc[nH]c34)cccc2c1	0	5	101	104	-2	-10	-1	-3	-6	103	0
4	CCOC(=O)Cc1csc(NC(=O)CSc2nncn2C)n1	-4	6	94	79	-2	-1	4	11	5	91	1
5	CCN(CC)C(=O)c1ccccc1NS(=O)(=O)c1ccc(C)cc1	0	2	102	102	-1	-3	-7	-9	-4	105	3
6	O=C(NNC1CC(=O)N(c2ccc(Cl)cc2)C1=O)c1ccccn1 (configuration not stated)	-2	1	103	105	-2	-13	0	-1	-6	107	-2
7	NNc1ccc(Cl)nn1	x	-12	u	100	x	-56	x	x	x	98	x
8	Cc1nc(CNC(=O)CC2C(=O)NCCN2Cc2ccoc2)nc2c1CCCC2 (configuration not stated)	x	17	u	98	x	-25	x	x	x	97	x
9	O=C(NCCCO)c1ccc2nc(-c3ccco3)c(-c3ccco3)nc2c1	18	91*	u	73	12	-19	22	52*	3	91	29
10	Cc1nn(-c2ccccc2)c2nc(C(F)(F)F)[nH]c(=O)c12	-1	-10	102	102	-6	28	1	-5	-3	101	-7
11	CCOC(=O)c1ccc(Nc2ncccc2[N+](=O)[O-])cc1	-1	-8	104	101	1	-21	-3	-3	-2	102	-1
12	Cc1ccc(SCCNC(=S)Nc2ccc(C)cc2C)cc1	-4	21	94	98	-11	-31	-22	-4	-13	94	-6
13	O=C(Nc1cccnc1)c1cc(-c2cccnc2)nc2ccc(Br)cc12	-8	16	102	104	1	5	-2	-1	-5	104	-2
14	Cc1cc(NC(=O)CSc2nc3ccccc3c(=O)n2C(C)c2ccccc2)no1 (configuration not stated)	12	-24	94	92	1	-10	3	2	5	90	8
15	Cc1cc(NS(=O)(=O)c2ccc(NC(=O)C(CC(C)C)N3C(=O)c4ccccc4C3=O)cc2)nc(C)n1 (configuration not stated)	-1	-8	97	97	-8	3	-9	-17	-10	96	1
16	CCOc1ccccc1/C=N/NC(=O)c1ccc(Cn2cc([N+](=O)[O-])cn2)o1	0	-4	97	101	-11	4	-6	-7	-7	103	0
17	COc1cc2c3c(c1)/C(=C1/SC(NC(C)=O)=NC1=O)C(=O)N3C(C)(C)C=C2C	1	44	97	105	-1	-17	-4	-4	-5	101	0
18	COc1ccc(CC(=S)N2CCOCC2)cc1F	17	2	97	93	23	-55	8	21	11	97	19
19	O=C(Cc1ccccc1)Nc1ccccc1N1CCN(c2ccccc2)CC1	0	6	101	104	-5	-25	-1	3	-6	104	-4
20	Cn1c(=O)c2ncn(CC(=O)NC3CCCCCC3)c2n(C)c1=O	-5	13	103	104	-7	3	-14	-15	-10	105	-2
21	O=[N+]([O-])c1ccc(-c2nn(-c3ccccc3)cc2/C=N/n2c(-c3cccs3)n[nH]c2=S)cc1	x	39	u	93	x	18	x	x	x	95	x
22	O=C(COc1ccccc1)Nc1ccc(Cl)c(-c2nc3ncccc3o2)c1	0	26	x	x	-4	31	-11	-2	-4	x	-1
23	COc1ccc(C)cc1NC(=O)C(NCC1CCCO1)c1ccccc1 (configuration not stated)	-4	2	97	100	-3	6	0	0	-10	96	-3
24	CCc1nc2c(sc3nc4c(cc32)COC(C)(C)C4)c(=O)n1CCN(CC)CC	0	1	99	101	-1	-16	-4	-2	-3	101	-1
25	O=C(CC(c1ccccc1)(c1ccccc1)c1ccccc1)N[C@@H](Cc1ccc(O)cc1)C(=O)O	-2	-3	81	101	0	3	-3	-4	0	91	0
26	O=C(c1ccc(S(=O)(=O)N2CCc3ccccc3C2)cc1)N1CCCCC1	-2	1	96	104	-1	-13	-4	0	-1	99	-2
27	C=CCn1c(C(CC)CC(C)(C)O)n[nH]c1=S (configuration not stated)	-1	2	99	97	2	-33	0	1	-5	99	3
28	Cn1cnnc1SCc1nc(N)nc(Nc2ccccc2)n1	1	-13	95	102	-4	-34	-6	-17	-7	101	-1
29	CCOC(=O)Cc1csc(NC(=O)CN(C)S(=O)(=O)c2cccc3cccnc23)n1	0	6	105	104	-2	-11	-5	-10	-4	105	1
30	c1ccc2c(CN3CCOCC3)csc2c1	-25	25	103	106	-13	-11	-6	-8	-16	104	-15
31	O=C(Nc1ccc(O)cc1)c1cccc(Oc2ccc([N+](=O)[O-])cc2)c1	0	23	100	100	-2	-29	-3	-5	-6	102	-3
32	C=CCn1c(SCC)nc2sc3c(c2c1=O)CCc1ccccc1-3	-3	-8	102	101	0	-2	-3	1	-1	100	-1
33	CCOc1ccc2nc(NS(=O)(=O)c3ccc4c(c3)n(C)c(=O)n4C)sc2c1	0	9	102	103	0	-8	0	1	0	104	-1
34	Cc1cc(-n2c(C)cc(C(=O)CSc3nnnn3-c3ccccc3)c2C)no1	1	4	102	103	0	-64	1	1	-3	104	1
35	Cc1cc(/C=C(\C#N)C(=O)Nc2ccc(F)cc2)c(C)n1-c1ccc(N2CCOCC2)c([N+](=O)[O-])c1	0	14	101	103	0	-54	0	1	0	100	-1
36	COc1ccccc1-c1cc(C(=O)Nc2c(C)n(C)n(-c3ccccc3)c2=O)no1	0	3	101	102	-3	-21	-6	-8	-6	101	1
37	Cc1cccc(C2Nc3ccccc3C(=O)N2CCc2ccccc2)n1 (configuration not stated)	2	1	96	97	1	-16	0	-9	-3	95	2
38	CC1CC2(C)Oc3ccccc3C3OCC1(CO)C(C)C32 (configuration not stated)	-3	14	97	103	-4	-16	0	-1	-4	99	-4
39	Cc1ccc(C)c(NC(CC(=O)c2ccccc2)C(=O)OCC(=O)c2cccs2)c1 (configuration not stated)	-7	14	99	99	-13	0	-7	-13	-9	98	-9
40	COc1cccc(-c2cc(C(=O)O)[nH]n2)c1	0	12	97	99	-2	-18	1	-3	-1	87	0
41	O=C(CSC1CC(=O)N(c2ccc(C(=O)O)cc2)C1=O)Nc1ccc2ccccc2c1 (configuration not stated)	-1	-6	100	100	-2	-28	-4	-5	-5	94	1
42	CCCOc1ccc(C(CC(=O)O)NC(=O)c2cccs2)cc1 (configuration not stated)	0	8	103	101	-8	7	-6	-13	-3	100	-5
43	CCOC(=O)C1C(c2ccc(O)c(OCC)c2)NC(=S)NC1(O)C(F)(F)F (configuration not stated)	-6	1	107	106	-10	-33	-8	-5	-13	104	-6
44	COc1ccc(C2c3c(ccc4ccccc34)Oc3ncn4nc(-c5ccco5)nc4c32)cc1OC (configuration not stated)	-1	8	101	100	-10	-43	-8	-9	-10	102	-7
45	COCCNC(=O)COc1ccc(Oc2ccccc2)cc1	-1	18	104	103	0	-11	-1	1	-1	102	1
46	Cc1c(NC(=O)OCc2ccccc2)c(=O)n(-c2ccccc2)n1C	2	-6	95	100	-4	-19	-4	-9	0	97	0
47	CC(Cl)C(=O)Nc1ncc(C(F)(F)F)cc1Cl (configuration not stated)	1	30	100	98	0	1	2	-5	0	101	3
48	CCc1nc(C)cn1S(=O)(=O)c1cc([N+](=O)[O-])ccc1Cl	2	7	98	100	0	-14	3	-2	1	102	1
49	Cn1c(=O)c2[nH]c(N3CCCCC3)nc2n(C)c1=O	x	-7	u	102	x	-13	x	x	x	103	x
50	CN(CCOC(=O)c1cccc(F)c1)Cc1ccccc1	-3	5	103	100	-2	2	-2	-4	-5	103	-3

Continuation:
no.	Molecule	Mcl-1 Bim block	Mcl1-Noxa inh	RGS7-Gao reg	RGS8-Gao reg	Bim-Bcl-XL	Mcl1 Bid PPI	Bim-Bcl-2	Bim-Bfl-1	Bcl-B Bim block	RGS4-Gao reg	Bcl-W Bim block
51	CNC(=O)c1cccc(N2CCCC2=O)c1	-3	5	103	106	-3	14	2	-1	-1	102	-5
52	Cn1cc(Br)c(C(=O)Nc2ncc(Br)s2)n1	2	43	12*	14*	3	-10	0	0	0	15*	0
53	CN(CC(=O)NC1CCCCCCC1)S(=O)(=O)c1cnc[nH]1	-4	13	94	97	-5	-11	-3	-4	-4	95	-4
54	Cc1cccc(OCCCn2c(=O)oc3ccc(C)cc32)c1	0	-4	95	98	0	-11	0	-4	-2	98	-1
55	COc1ccc(Cl)cc1NC(=O)Nc1ccccc1C(N)=O	2	12	101	104	-1	-29	0	-5	-1	103	0
56	Cc1c(Cc2ccc3c(c2)OCO3)sc(NC(=O)c2cccc3ccccc23)c1C(N)=O	-11	-1	130	87	-14	-2	2	27	-47	97	-5
57	Cc1c(C(C)C)c(=O)n(-c2ccc(S(=O)(=O)NC3CC3)cc2)n1C	-1	17	102	106	-6	-17	-1	-4	-8	105	-1
